Screening results as filed in PubChem.
PAX8 reporter: inhibitors of PAX8 transcriptional activity in RMG-I cells; RMG-I TPO-luciferase reporter, SteadyGlo, 24 h; inhibition, % at 12.6 µM; actives 1.2% (n = 360,000);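 active means mean replicate inhibition at least 60% with every replicate also reaching 60%; inconclusive means only one of the two criteria is met; inactive means mean below 60% and not all replicates reaching 60%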;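 further: luciferase light reporting Pax8 driven TPO promoter activity; plate controls were median of neutral control wells for no effect and mitoxantrone controls for full effect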
EWS-Fli block: EWS/Fli transcriptional activity inhibition | A673 NR0B1-luciferase reporter, viability-normalised | inhibition, % at 12.6 µM | actives 0.67% (n = 350,000);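 active means mean inhibition of at least 50% after viability correction, with every replicate also passing that limit; inconclusive means mean reaches 50% but only one of two replicates passes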;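 further: firefly luciferase signal divided by Alamar Blue viability fluorescence both relative to DMSO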
Xi reactivation: reactivates the inactive X chromosome in mouse fibroblasts. actives 0.055% (n = 360,000). activation, % at 7.58 µM. XiGFP mouse fibroblasts, % GFP-positive cells imaging, 3 d; cells co-treated with 5-aza-dC sensitizer; scaled so ellipticine positive control = 100%;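 active means mean normalized replicate activation at least 10% and every replicate at or above 10%; inconclusive means only one of the two criteria met; inactive means mean below 10% and not all replicates reach 10%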;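 further: 0% = median of on-plate neutral control wells and 100% = ellipticine 6 µM median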
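Schedule: 3 d treatment, 15 min room-temperature fixation; system: 68-5-11 XiGFP fibroblast line; buffer or medium: DMEM plus 5-aza-dC sensitizer; control set: ellipticine 6 µM positive control; compound: one concentration, pinned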
INS-1E GSIS act: primary screen for activators of insulin secretion dependent on glucose, INS-1E cells, GLuc reporter luminescence; INS-1E GLuc reporter insulin secretion, 2-3 h; AID 743287; actives 0.61% (n = 370,000); activation, % at 16.6 µM;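 active means lowest replicate activation of at least 40%, so every replicate reaches that level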;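 further: 0% = median of neutral control wells and 100% = median of IBMX positive control wells; some compounds called inactive have numbers as strong as hits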
CFTR F508del cor: CFTR F508del correction in bronchial cells; CFBE cells, YFP halide quenching; stimulated with forskolin plus potentiator P3; % fluorescence drop versus neutral controls; activity (quench increase), % at 7.58 µM; actives 0.36% (n = 350,000);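 active means mean added fluorescence quench of at least 8% versus neutral control, with both replicates also reaching 8%; inconclusive means only one of the mean or replicate conditions met; inactive means mean below 8% and not both replicates reaching 8%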;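 further: cells transiently co-express mutant CFTR-F508del with the halide-sensitive YFP; corrector assay measuring rescue of mutant channel to the surface after 24 h compound exposure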
DENV2 CPE rescue: protects cells from dengue virus 2 cytopathic effect; DENV2-infected cells, cytopathic effect rescue, plate reader; actives 1.7% (n = 350,000); CPE inhibition, % at 9.99 µM; in the data active means CPE inhibition above about 20%, passing the limit was not always enough; inconclusive means no clear call, values can overlap the other calls; tested in BHK-21 cells;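 further: 0% = median of neutral control wells and 100% = median of positive control wells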
ARNT TACC3 PPI: disrupts binding between human ARNT and TACC3. Q9Y6A5. AlphaScreen His-ARNT PAS-B/GST-TACC3 binding, luminescence; TACC3 fragment carries E629A point mutation. inhibition, % at 9.99 µM. actives 0.66% (n = 390,000). AID 623870;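 active means mean inhibition of replicates at least 50% and at least half of replicates each reaching 50%; inconclusive means half or more replicates reach 50% but mean below 50%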;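 further: 0% = complete ARNT plus TACC3 wells and 100% = ARNT alone without TACC3; many hits fall short of the cut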
ERp5 block: blocks human ERp5 reductase activity on insulin. Q15084. ERp5 insulin aggregation, absorbance 650 nm, 90 min. inhibition, % at 9.99 µM. actives 0.05% (n = 350,000);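 active means mean replicate inhibition above about 25%, with every replicate also reaching it, limit read from the data, passing the limit was not always enough; inconclusive means only one of those two criteria met; inactive means neither criterion met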
Target sequence (Q15084 whole entry, looked up): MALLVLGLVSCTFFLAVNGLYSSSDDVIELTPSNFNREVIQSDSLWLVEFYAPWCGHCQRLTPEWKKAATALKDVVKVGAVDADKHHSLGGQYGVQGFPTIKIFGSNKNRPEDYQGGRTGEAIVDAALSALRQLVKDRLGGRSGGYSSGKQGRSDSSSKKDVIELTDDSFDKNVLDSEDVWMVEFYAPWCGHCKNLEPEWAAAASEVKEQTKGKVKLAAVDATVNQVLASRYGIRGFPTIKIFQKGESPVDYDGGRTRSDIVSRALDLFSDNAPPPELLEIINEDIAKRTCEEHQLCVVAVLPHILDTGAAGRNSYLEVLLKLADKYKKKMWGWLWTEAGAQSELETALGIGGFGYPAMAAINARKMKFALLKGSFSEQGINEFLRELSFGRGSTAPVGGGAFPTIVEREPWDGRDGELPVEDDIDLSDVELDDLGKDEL
An asterisk follows results filed as active; ? = inconclusive; . = no result given.

Results follow in this order: PAX8 reporter	EWS-Fli block	Xi reactivation	INS-1E GSIS act	CFTR F508del cor	DENV2 CPE rescue	ARNT TACC3 PPI	ERp5 block
C[C@H](CO)N1C[C@H](C)[C@H](CN(C)Cc2ccc(-c3ccccc3)cc2)Oc2ccc(NC(=O)CCCCCC(=O)Nc3ccccc3N)cc2C1=O
 : -12	-6	0.0	-37	1.9	32*	.	8
CC(NC(=O)Nc1ccccc1)C(c1cccs1)N1CCOCC1 (configuration not stated)
 : 7	-4	0.2	1	-2.0	-4	-6	9
CCOC(=O)CNC(=O)CSc1ncccc1-c1nc2ccccc2[nH]1
 : -7	9	0.1	7	0.0	?	-2	-2
CN(C)C(=O)c1cccc(-c2ccc([C@H]3[C@@H](CO)N4CCCCN(CC5CCOCC5)C[C@H]34)cc2)c1
 : -21	-8	0.1	6	-2.0	16	-5	-3
C[C@H](CO)N1C[C@H](C)[C@@H](CN(C)Cc2ccc(C(=O)O)cc2)Oc2c(NC(=O)Nc3cccc4ccccc34)cccc2C1=O
 : 36	.	0.2	9	-3.8	-1	38	-1
O=C(COC(=O)c1cc(=O)c2ccccc2o1)NC1CCCC1
 : 18	10	0.0	-2	-0.7	11	5	-2
Cc1ccc(S(=O)(=O)N2CCN(C(=O)c3ccccc3)CC2)c(C)c1NS(C)(=O)=O
 : 8	6	-0.1	3	1.4	-4	-12	-2
C[C@@H]1CN([C@@H](C)CO)C(=O)c2cc(NC(=O)c3ccncc3)ccc2O[C@@H]1CN(C)Cc1ccc(C(=O)Nc2ccccc2N)cc1
 : 29	.	-1.1	2	0.8	9	.	3
CCCC#Cc1ccc2c(c1)O[C@@H](CN(C)C(=O)C1CCCCC1)[C@H](C)CN([C@H](C)CO)S2(=O)=O
 : .	19	0.1	-10	-0.3	.	.	.
CN(C)CCN(Cc1ccco1)S(=O)(=O)c1ccc(-c2ccc(=O)[nH]n2)s1
 : -11	2	0.0	12	1.5	2	-4	-4
Cc1c(C)c2ccc(OS(C)(=O)=O)c(C)c2oc1=O
 : 14	.	0.0	-5	.	.	-5	.
CN1C(C(=O)NCc2ccc(OC(F)(F)F)cc2)CC2Cn3c(nc4cc5ccccc5cc43)C21 (configuration not stated)
 : 7	4	-0.7	-14	0.3	-9	7	2
O=C(Cc1cccc2ccccc12)NN1C(=O)CSC1=S
 : 17	3	0.1	26	1.0	4	-7	-2
COc1ccccc1C1NC(=O)NC(C)=C1C(=O)OCc1ccccc1 (configuration not stated)
 : 37	4	-0.1	-1	0.9	-3	24	4
O=C(CCN1CCCCC1)NCC[C@H]1CC[C@@H](NC(=O)C2CC2)[C@@H](CO)O1
 : 2	5	-0.3	10	1.1	-3	-9	-5
COc1ccccc1-c1cnc2c(c1)C(=O)N([C@H](C)CO)C[C@@H](C)[C@@H](CN(C)Cc1cccnc1)O2
 : .	3	-1.1	13	-2.7	-8	-3	13
CC(C)C1(CCNC(=O)c2cccs2)CCOC(C)(C)C1 (configuration not stated)
 : -36	-2	0.0	-8	-1.4	-1	-5	8
Cc1cc(Br)ccc1NC(=O)CN1C(=S)NC(C)(C)CC1C (configuration not stated)
 : 5	3	0.3	7	-3.0	-1	-5	1
CC1(C)CC(=O)C=C(NC2CCCCC2)C1
 : -6	2	-0.3	-5	-1.9	?	-5	2
N#Cc1cccc(-c2ccc3c(c2)[C@H]2[C@H](CCN2S(=O)(=O)c2ccccc2)[C@H](CO)N3)c1
 : -4	-1	0.1	21	1.6	4	5	2

2 entries from above, bar-delimited:
SMILES | PAX8 reporter | EWS-Fli block | Xi reactivation | INS-1E GSIS act | CFTR F508del cor | DENV2 CPE rescue | ARNT TACC3 PPI | ERp5 block
C[C@@H]1CN([C@@H](C)CO)C(=O)c2cc(NC(=O)c3ccncc3)ccc2O[C@@H]1CN(C)Cc1ccc(C(=O)Nc2ccccc2N)cc1 | 29 | . | -1.1 | 2 | 0.8 | 9 | . | 3
CCCC#Cc1ccc2c(c1)O[C@@H](CN(C)C(=O)C1CCCCC1)[C@H](C)CN([C@H](C)CO)S2(=O)=O | . | 19 | 0.1 | -10 | -0.3 | . | . | .

The main list resumes with the four entries that preceded the break.
Results follow in this order: PAX8 reporter	EWS-Fli block	Xi reactivation	INS-1E GSIS act	CFTR F508del cor	DENV2 CPE rescue	ARNT TACC3 PPI	ERp5 block
CC(C)C1(CCNC(=O)c2cccs2)CCOC(C)(C)C1 (configuration not stated)
 : -36	-2	0.0	-8	-1.4	-1	-5	8
Cc1cc(Br)ccc1NC(=O)CN1C(=S)NC(C)(C)CC1C (configuration not stated)
 : 5	3	0.3	7	-3.0	-1	-5	1
CC1(C)CC(=O)C=C(NC2CCCCC2)C1
 : -6	2	-0.3	-5	-1.9	?	-5	2
N#Cc1cccc(-c2ccc3c(c2)[C@H]2[C@H](CCN2S(=O)(=O)c2ccccc2)[C@H](CO)N3)c1
 : -4	-1	0.1	21	1.6	4	5	2
O=C(NC1CCCCC1)N1CC(=O)N2[C@H](CO)[C@@H](c3ccc(-c4ccccc4)cc3)[C@H]2C1
 : -2	-10	0.1	-10	-3.7	-6	.	4
CCCN(C)C[C@@H]1Oc2ncc(C#Cc3cccc(OC)c3)cc2C(=O)N([C@H](C)CO)C[C@@H]1C
 : -23	30	0.1	6	1.6	-11	.	4
O=C(NCc1nnc2c3ccccc3c(-c3ccccc3)nn12)c1ccccc1Cl
 : -11	-2	0.0	6	-1.4	5	-4	2
COc1cc(/C=C(\C#N)C(N)=O)ccc1OCc1c(C)no[n+]1[O-]
 : 20	9	.	26	3.4	0	-9	2
CCOc1cc(/C=N/n2c(COc3ccccc3)n[nH]c2=S)ccc1O
 : 20	7	0.6	-34	-1.2	1	-1	1
CCC(=O)N1[C@H](C(=O)N2CCCCC2)[C@@H](CO)[C@@H]2Cn3c(ccc(-c4cccc(F)c4)c3=O)[C@@H]21
 : -3	-6	0.0	6	-2.1	15	.	-3
COc1cc(Br)c(CN2CCCN(C)CC2)cc1OC
 : 34	13	0.1	23	-0.2	1	7	3
COc1ccccc1N1C(=O)CC(N2CCN(c3ccc(F)cc3)CC2)C1=O (configuration not stated)
 : 0	-1	0.0	-7	-1.2	0	.	2
O=S(=O)(Nc1ccc2cn[nH]c2c1)c1cc(Br)ccc1Br
 : 19	11	-0.1	.	4.2	-7	-1	7
O=C(NC1CCCCCC1)C1CC(=O)N(c2ccc(Cl)cc2)C1 (configuration not stated)
 : 7	11	0.0	7	-1.5	-4	-4	1
COc1ccc(OC)c(CNC(=O)c2cc(=O)[nH]c3ccc(S(=O)(=O)N4CCCC4)cc23)c1
 : 17	-10	-0.1	8	2.9	3	.	-6
COc1ccc(C(=O)Nc2ccc3c(c2)OCCO3)cc1S(=O)(=O)N1CCOCC1
 : -13	5	-0.1	-5	1.8	-4	-1	-7
CCCC(=O)Nc1ccc2c(c1)OC[C@@H](C)N(C(C)=O)C[C@@H](C)[C@@H](OC)CN(C)C2=O
 : -3	-6	0.4	-1	.	6	-5	3
CNC[C@@H]1Oc2ccc(N(C)C)cc2CC(=O)N([C@H](C)CO)C[C@H]1C
 : 13	-8	-1.3	14	1.3	1	-8	4
Cc1ccc(C(C)C)c(OCC(=O)NN=C2CCCCCCC2)c1
 : -9	.	0.0	-15	.	.	0	.
CN(C)S(=O)(=O)c1ccc(NC(=O)COc2ncnc3sccc23)cc1
 : 17	4	0.2	2	1.7	.	-2	7
C[C@H]1CN([C@@H](C)CO)C(=O)c2cccc(NS(=O)(=O)c3ccc(Cl)cc3)c2O[C@H]1CN(C)S(=O)(=O)c1ccccc1
 : -8	-2	-0.5	-11	2.1	-3	-5	8
NC(=O)COC(=O)c1cccc(S(=O)(=O)N2CCN(c3ccccc3)CC2)c1
 : -13	12	0.0	5	-1.2	0	2	-1
CCOC(=O)/C=c1\s/c(=C\c2ccc(C)cc2)c(=O)n1CC(=O)NCc1ccco1
 : 8	.	0.1	5	.	.	-4	.
C[C@@H]1CN([C@@H](C)CO)S(=O)(=O)c2ccc(C#Cc3ccccc3F)cc2O[C@H]1CN(C)C
 : .	21	-1.1	9	-2.3	-2	7	-2
O=[N+]([O-])c1ccc(Oc2cccc(C(F)(F)F)c2)nc1
 : -24	-3	0.2	-2	1.1	-3	-5	-3
CCNC(=O)C[C@H]1CC[C@H]2[C@H](COc3ccc(NC(=O)c4ccccc4Cl)cc3C(=O)N2C)O1
 : -13	-6	0.1	-4	2.2	15	-1	.
CC(=O)Oc1ccc(-c2cc3ccccc3oc2=O)cc1
 : -80	-96	-0.1	-1	1.3	0	-2	3
O=C(Nc1ccc(Cl)cn1)c1ccc2c(Cl)c3c(nc2c1)CCC3
 : -151	-69	-0.2	16	-0.6	.	5	1
CNC[C@H]1OCCCC[C@H](C)Oc2ccc(NC(=O)Nc3cccc4ccccc34)cc2C(=O)N([C@H](C)CO)C[C@@H]1C
 : 6	-2	-0.1	1	-4.7	.	.	.
C[C@@H]1CN([C@@H](C)CO)C(=O)c2cccc(NC(=O)Nc3ccc(C(F)(F)F)cc3)c2O[C@H]1CN(C)Cc1ccc(C(F)(F)F)cc1
 : -27	-4	0.1	-3	0.5	-7	0	1
O=C(NC1CCCC1)N[C@H]1C=C[C@H](CC(=O)N2CCOCC2)O[C@H]1CO
 : -5	6	0.0	0	-0.2	57*	3	-2
COc1cccc(NC(=O)[C@H](C)NC(=O)N2CCn3c2nc2ccccc23)c1
 : 6	-4	0.1	3	2.8	7	-1	-1
CC1=CC(c2ccc(Cl)cc2)n2nc(NC(=O)CCCC(=O)O)nc2N1 (configuration not stated)
 : -12	-7	-0.1	22	-1.3	1	.	3
CCN(CC)S(=O)(=O)c1ccc(-n2cnc3cc(C)c(C)cc32)nc1
 : 5	2	0.0	4	0.8	-2	0	1
COc1ccc(C(=O)CSc2cc(C)[nH]c(=O)n2)cc1
 : -144	.	0.0	0	-3.4	-4	3	0
Cc1c(NC(=O)C(C)Sc2ncnc3ccccc23)c(=O)n(-c2ccccc2)n1C (configuration not stated)
 : 13	-6	0.2	-43	0.2	-4	-5	2
C[C@H](NC(=O)CC[C@H]1O[C@@H](n2ccc(=O)[nH]c2=O)[C@H](O)[C@@H]1O)c1cccc2ccccc12
 : -2	-6	-0.1	.	0.2	-4	.	7
C[C@H](CO)N1C[C@H](C)[C@@H](CN(C)Cc2ccc(C(F)(F)F)cc2)Oc2ccc(NS(C)(=O)=O)cc2CC1=O
 : 2	-1	0.8	-20	3.8	-4	-1	4
CC(NC(=O)CN1CCOCC1)c1ccc(F)cc1 (configuration not stated)
 : 7	7	0.0	19	-5.8	-5	3	-4
COc1cc(CNc2ccc3[nH]c(=O)[nH]c3c2)ccc1OCc1ccc(F)cc1
 : -65	-29	0.1	20	-2.4	4	3	1
CCOc1ccc(NC(=O)CN(C)C(=O)c2cccc(S(=O)(=O)N3CCN(C)CC3)c2)cc1OCC
 : 10	9	0.3	-5	-1.0	1	-1	1
C[C@H](O)[C@@H]1C(=O)N2CCc3c([nH]c4ccccc34)[C@@H]2C[C@@H]1N(C)C(=O)Nc1cccc2ccccc12
 : 6	-2	-0.1	-6	-0.3	13	.	3
CC(C)(C)OC(=O)N1CCc2onc(-c3ccccc3F)c2C1=O
 : -10	6	0.4	-1	3.0	18	.	-1
